# Compound activity from PubChem BioAssay.
# TRPC4 act – activators of mouse TRPC4 channel, primary screen, Fluo4 calcium, HEK293 TRPC4beta/mu-opioid cells | Short transient receptor potential channel 4 (Mus musculus), Q9QUQ5 | Fluo4 calcium fluorescence; active compounds read high | B-score at 10 µM | 310,000 tested, 0.49% active;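 active = B-score above 5 SD of library B-scores, and initial fluorescence ratio not above library mean plus 5 SD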;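 note: positive B-score marks a calcium rise read as TRPC4 activation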
#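 Technique: kinetic Fluo4 calcium fluorescence; Test system: TRPC4beta and mu-opioid receptor HEK293 stable cells; Measure: B-scored integrated calcium fluorescence ratio; Benchmarks: low control buffer alone, high control maximal DAMGO; Schedule: 45 min room-temperature Fluo4 loading, 110 s read.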
# MrgX1 agonist – agonists of human MrgX1 receptor, primary screen, HEK293 cells, Fluo-4 calcium flux; Mas-related G-protein coupled receptor member X1 (Homo sapiens), Q96LB2; Fluo-4 calcium fluorescence, agonist mode; active compounds read high; B-score at 10 µM; 310,000 tested, 0.44% active; AID 588627, 2011;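 active = calcium response B-score plate-corrected fluorescence ratio at least 3 library SD, with starting fluorescence B-score inside 5 SD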
#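 Material: MrgX1-expressing HEK293 cells / Dosing: compound as first of three additions / Incubation: overnight seeding, then 1 h dark dye loading / Signal: Fluo-4 NW calcium fluorescence / Evaluation: B-scored fluorescence response ratio / Benchmarks: positive and negative control wells on each plate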
# TMEM16A act – TMEM16A chloride channel activators or potentiators, primary screen, cell-based, HTS; Anoctamin-1 (Mus musculus), Q8BHY3; HEK293 TMEM16A/YFP-H148Q/I152L, iodide quench fluorescence; active compounds read low; B-score at 10 µM; 340,000 tested, 0.3% active; AID 623877, 2012;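 active = fluorescence-ratio B-score plate-corrected deviation score at least 3 library SD below zero, with starting fluorescence score within 5 deviations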;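 note: channel opened by trigger with iodide after compound preincubation; score built on the fluorescence ratio of max minus min over baseline; more negative score means more quench and so TMEM16A activation or potentiation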
# Target sequence (Q8BHY3 whole entry, looked up): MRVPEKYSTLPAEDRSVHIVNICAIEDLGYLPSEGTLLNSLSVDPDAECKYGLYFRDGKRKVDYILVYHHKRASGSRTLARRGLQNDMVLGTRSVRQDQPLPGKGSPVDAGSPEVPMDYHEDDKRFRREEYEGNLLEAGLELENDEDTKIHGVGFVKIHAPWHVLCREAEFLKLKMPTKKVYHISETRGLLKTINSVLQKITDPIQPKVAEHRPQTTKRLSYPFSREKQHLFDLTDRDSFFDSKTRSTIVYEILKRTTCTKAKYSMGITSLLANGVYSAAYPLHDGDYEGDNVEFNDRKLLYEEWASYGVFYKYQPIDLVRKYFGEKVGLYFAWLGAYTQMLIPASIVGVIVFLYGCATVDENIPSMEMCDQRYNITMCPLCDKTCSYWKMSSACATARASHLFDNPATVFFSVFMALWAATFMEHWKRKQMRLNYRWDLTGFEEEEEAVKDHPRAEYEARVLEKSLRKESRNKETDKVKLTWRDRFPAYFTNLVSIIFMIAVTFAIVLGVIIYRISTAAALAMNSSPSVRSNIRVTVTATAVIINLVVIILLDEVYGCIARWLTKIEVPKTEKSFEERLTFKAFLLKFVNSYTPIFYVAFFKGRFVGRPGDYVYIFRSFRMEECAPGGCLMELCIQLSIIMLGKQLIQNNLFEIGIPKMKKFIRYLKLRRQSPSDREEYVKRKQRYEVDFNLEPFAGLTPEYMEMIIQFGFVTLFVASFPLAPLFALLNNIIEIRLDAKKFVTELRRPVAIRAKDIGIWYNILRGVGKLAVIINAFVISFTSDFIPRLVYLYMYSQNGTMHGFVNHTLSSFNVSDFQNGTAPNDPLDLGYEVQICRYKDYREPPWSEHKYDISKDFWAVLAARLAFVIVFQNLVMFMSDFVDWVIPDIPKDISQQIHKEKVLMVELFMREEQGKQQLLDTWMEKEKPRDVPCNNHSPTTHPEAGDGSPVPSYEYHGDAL
# MrgX1 PAM – positive allosteric modulators of MrgX1, primary screen, HEK293 cells, Fluo-4 calcium flux; AID 588675, 2011; Mas-related G-protein coupled receptor member X1 (Homo sapiens), Q96LB2; 310,000 tested, 0.63% active; FDSS; active compounds read high; B-score at 10 µM;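 active = plate-corrected calcium response at least 3 library SD above typical, normal starting fluorescence, not activating the receptor alone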;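 note: compound read alongside a low EC10 to EC30 dose of BAM8-22 agonist; peak minus trough fluorescence over baseline measured at the second addition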
# TRPC4 PAM – positive allosteric modulators of TRPC4, primary screen, cell-based, mouse TRPC4beta, HEK293 mu-opioid, Fluo-4 calcium; 310,000 tested, 0.42% active; Short transient receptor potential channel 4 (Mus musculus), Q9QUQ5; B-score at 10 µM; DAMGO EC20, Fluo-4 Ca2+ flux; active compounds read high;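 active = B-score of calcium response area above 5 SD of library B-scores, with initial fluorescence ratio within 5 SD of library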;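 note: B-score of integrated fluorescence ratio over time as area under calcium response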
# TRPC4 inh – inhibitors of mouse TRPC4 channel, primary screen, Fluo4 calcium, HEK293 TRPC4beta/mu-opioid cells; 300,000 tested, 0.39% active; DAMGO-evoked Fluo4 calcium flux; active compounds read low; Short transient receptor potential channel 4 (Mus musculus), Q9QUQ5; B-score at 10 µM;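 active = B-score over 3 SD under the library average, no early fluorescence shift, positive overall ratio signal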
#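 Assay system: Stable TRPC4beta/mu-opioid receptor HEK293 cells | Reagent: DAMGO in two steps, submaximal then maximal | Compound dosing: Single concentration per test compound | Signal: Fluo4 Ca2+ flux fluorescence | Evaluation: Per-well B score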
# ANO1 block – TMEM16A chloride channel inhibitors, primary screen, cell-based, HTS; Anoctamin-1 (Mus musculus), Q8BHY3; HEK293 TMEM16A/YFP iodide influx fluorescence, ionomycin; normalized B-score (activity score, 25-100; higher = stronger inhibition) at 10 µM; 310,000 tested, 1.2% active; AID 588511, 2011;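 active = ratio plate-corrected score three or more library SD toward inhibition, starting fluorescence score within five deviations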;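 note: score derived from kinetic fluorescence span divided by baseline fluorescence per well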
# MrgX1 antagonist – antagonists of human MrgX1 receptor, primary screen, HEK293 cells, Fluo-4 calcium flux; Mas-related G-protein coupled receptor member X1 (Homo sapiens), Q96LB2; BAM8-22 antagonism; active compounds read low; B-score at 10 µM; 310,000 tested, 1.3% active; AID 588676, 2011;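 active = calcium-response B-score plate-corrected more than 3 library SD below zero, starting fluorescence within 5 deviations, no agonist response on first addition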;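 note: peak minus trough fluorescence over baseline after final BAM8-22 challenge near maximal dose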
# TRPC6 activator – mouse TRPC6 channel activators, primary screen, cell-based, HEK293, membrane potential dye; Short transient receptor potential channel 6 (Mus musculus), Q61143; HEK293-TRPC6 membrane potential dye fluorescence; active compounds read high; B-score at 10 µM; 310,000 tested, 0.13% active; AID 2550, 2010;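 active = B-score of the integrated fluorescence ratio above library mean plus 3 SD, and starting fluorescence ratio within library mean plus 5 SD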;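 note: higher score means more depolarization so channel activation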
# SKKanGAS inh – S. pyogenes SKKanGAS growth inhibitors in kanamycin, primary screen, streptokinase expression inhibitor project, SKKanGAS strain, BacTiter-Glo luminescence; 300,000 tested, 1.3% active; 6 h; AID 1662, 2009; inhibition, % at 7.5 µM;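 active = mean replicate score, as percent of positive control median, at least 50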;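 note: strain carries kanamycin resistance gene driven by streptokinase promoter and grows in 40 µg/ml kanamycin; loss of luminescence reflects streptokinase promoter inhibition or plain growth inhibition; 0% = median of DMSO wells and 100% = positive control at its reference dose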
# TRPC6 inhibitor – mouse TRPC6 channel inhibitors, primary screen, cell-based, HEK293, membrane potential dye; Short transient receptor potential channel 6 (Mus musculus), Q61143; ACh-evoked depolarization; active compounds read low; B-score at 10 µM; 310,000 tested, 1.1% active; AID 2553, 2010;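 active = B-score under library mean minus 3 SD, initial fluorescence not abnormally high, positive integrated signal ratio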;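 note: B-score derived from integrated fluorescence ratio over the kinetic read; more negative B-score means stronger inhibition of depolarization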
# * = called active by the depositor; i = inactive; / = no result given.
SMILES,TRPC4 act,MrgX1 agonist,TMEM16A act,MrgX1 PAM,TRPC4 PAM,TRPC4 inh,ANO1 block,MrgX1 antagonist,TRPC6 activator,SKKanGAS inh,TRPC6 inhibitor
COc1ccc(CN(C)CC(O)COc2ccc(-c3ccccc3)cc2)cc1OC (configuration not stated),i,i,i,i,i,i,i,i,i,4,i
COc1ccc(C(=O)NCc2ccc3c(c2)CCO3)cc1,i,i,i,i,i,i,i,i,i,1,i
COCC(C)NS(=O)(=O)c1ccc(OC)cc1 (configuration not stated),i,i,i,i,i,i,i,i,i,-9,i
NC(=O)c1c(NC(=O)C2CCCO2)sc2c1CCCCC2 (configuration not stated),i,i,i,i,i,i,i,i,i,-2,i
CNC(=O)NC(=O)CSc1cccc(C(F)(F)F)c1,i,i,i,i,i,i,i,i,i,-6,i
COc1ccccc1C(=O)COC(=O)c1cnc(C)cn1,i,i,i,i,i,i,i,i,i,-6,i
CN(Cc1ccccc1)C(=O)CSc1nnc(-c2ccco2)n1-c1ccccc1,i,i,i,i,i,-7*,i,i,i,-14,i
CCOC(=O)C1CCN(Cc2c(O)c3ccccc3oc2=O)CC1,i,i,i,i,i,i,i,i,i,9,i
Cc1ccc(Cc2c(C)nc3nc(SCC(=O)NCCN4CCOCC4)nn3c2C)cc1,i,i,i,i,i,i,i,i,i,-9,i
O=C(O)C1C2CCC(C2)C1C(=O)N1CCCC1 (configuration not stated),i,i,i,i,i,i,i,i,i,0,i
Cc1ccc(-n2ncc3c(NCc4ccco4)ncnc32)cc1C,i,i,i,i,i,i,i,i,i,14,i
COc1ccc(CCC(=O)Nc2ccc(N3CCOCC3)cc2)cc1,i,i,i,i,i,i,i,i,i,0,i
N#CCNc1ccc([N+](=O)[O-])cc1C#N,i,i,i,i,i,i,i,i,i,-1,i
Cc1ccc(NC(=S)N2CCC(NC(=O)C3CCCCC3)CC2)cc1C,i,i,i,i,i,i,i,i,i,9,i
CC(OC(=O)C1CCN(S(=O)(=O)c2ccc(C(C)(C)C)cc2)CC1)C(=O)N1CCOCC1 (configuration not stated),i,i,i,i,i,i,i,i,i,-4,i
S=c1[nH]nc(-c2ccc(Br)cc2)n1Cc1ccccc1,i,i,i,i,i,i,i,i,i,0,i
CN(CCO)S(=O)(=O)c1ccc2c(c1)C(=NO)c1cc(S(=O)(=O)N(C)CCO)ccc1-2,/,i,i,i,/,/,i,i,/,/,/
CC(C)C(NC(=O)c1ccccc1F)C(=O)Nc1ccc2c(c1)OCO2 (configuration not stated),i,i,i,i,i,/,i,i,i,0,i
COCCC(=O)N1CCC(Oc2ccc(C(=O)NCc3cc(C)n(C)n3)cc2)CC1,i,i,i,i,i,i,i,i,i,-1,i
CCOc1ccc(C(=O)NCCCn2ccnc2)cc1,i,i,i,i,i,i,i,i,i,-1,i
Brc1cccc(OCCCCn2cncn2)c1,i,i,i,i,i,i,i,i,i,-7,i
CCNC(=O)Cc1ccc(NS(=O)(=O)c2ccc(F)cc2)cc1,i,i,i,i,i,i,i,i,i,-8,i
CC(C)CNC(=O)COC(=O)c1n[nH]c2ccccc12,i,i,i,i,i,i,i,i,i,-1,i
CCOc1cc(/C=N/NC(N)=S)cc(Br)c1OCc1ccccc1C,i,i,i,i,i,i,i,i,i,17,i
Cc1ccc(NC(=O)CCCCCN2C(=O)[C@@H]3Cc4ccccc4CN3C2=O)cc1,i,i,i,i,i,i,i,i,i,-10,i
CCOC(=O)N1CCN(S(=O)(=O)c2ccc(C)c([N+](=O)[O-])c2)CC1,i,i,i,i,i,i,i,i,i,-1,i
CC(C)[C@H](NC(=O)Cc1ccccc1)C(=O)OCc1cc(=O)n2c(n1)sc1ccccc12,i,i,i,i,i,i,i,i,i,2,i
CCc1nc2ccccc2n1CC1CC1(Cl)Cl (configuration not stated),i,i,i,i,i,i,i,i,i,4,i
Cc1ccc(CNC(=O)C(=O)NCC2OCCN2S(=O)(=O)c2ccc(C)cc2)cc1 (configuration not stated),i,i,i,i,i,i,i,i,i,1,i
CCN(CC(=O)N1CCCC1)S(=O)(=O)c1cc(C)ccc1OC,i,i,i,i,i,i,i,i,i,-2,i
C=CCN(C(=O)c1csnn1)C(C(=O)NC1CCCCC1)c1ccc(F)cc1 (configuration not stated),i,i,i,i,i,i,i,i,i,-1,i
Cc1ccccc1-c1cc(C(=O)O)nn1CC1CC(c2cccc([N+](=O)[O-])c2)=NO1 (configuration not stated),/,i,i,i,/,/,i,i,/,/,/
Cn1c(=O)c2c(nc(SCCN3CCCCC3)n2Cc2ccccc2)n(C)c1=O,i,i,i,i,33*,i,i,i,i,-7,-9.2*
O=C(/C=C/c1ccccc1)N(Cc1cccc(Cl)c1)C1CCS(=O)(=O)C1 (configuration not stated),i,i,i,i,i,i,i,i,i,0,i
COc1ccc(C(C)=O)cc1CSc1nnc(Nc2ccccc2C)s1,i,i,i,i,i,i,i,i,i,5,i
CN(C)/C=C(\C#N)C(=O)Nc1ccc(F)c(Cl)c1,i,i,i,i,i,i,i,i,i,-10,i
CSc1ncccc1C(=O)NCCc1ccccc1,i,i,i,i,i,i,i,i,i,0,i
O=C(CC1Nc2ccccc2NC1=O)Nc1ccccc1 (configuration not stated),i,i,i,i,i,i,i,i,i,12,i
Cc1ccc(C(=O)Nc2ccc(Cl)cc2C(F)(F)F)c(Cl)c1,i,i,i,i,i,i,i,i,i,16,i
C=CCNC(=O)N1CCC(n2nccc2NC(=O)CCc2ccccc2)CC1,i,i,i,i,i,i,i,i,i,1,i
Cc1cnc(C(=O)OCC(=O)NC23CC4CC(CC(C4)C2)C3)cn1,i,i,i,i,i,i,i,i,i,-4,i
COc1ccc(OC)c(NC(=O)C2CC(=O)N(c3ccc(Br)cc3)C2)c1 (configuration not stated),i,i,i,i,i,i,i,i,i,10,i
C1CN(CC2CCN(c3nc4nonc4nc3N3CCSCC3)CC2)CCO1,i,i,i,i,i,i,i,i,i,-15,i
CC(Nc1ccc2c(c1)OCCO2)C(=O)Nc1ccc2c(c1)OCO2 (configuration not stated),i,i,i,i,i,i,i,i,i,/,i
O=c1c(/C=C(\O)c2ccc(F)cc2)nc2ccccc2n1-c1ccccc1,i,i,i,i,i,i,i,i,i,5,i
O=S(=O)(c1ccc(OCC(O)CN2CCc3ccccc3C2)cc1)N1CCOCC1 (configuration not stated),i,i,i,i,i,i,i,i,i,0,i
O=C1NC(O)(c2ccccc2)Oc2ccccc21 (configuration not stated),i,i,i,i,i,i,i,i,i,3,i
COc1ccc(-c2csc(/C=C/c3ccc4c(c3)OCO4)n2)cc1OC,i,i,i,i,i,i,i,i,i,-14,i
OCC[C@H]1C[C@@H](O)[C@H](O)[C@]2(CCCc3ccccc3O2)O1,/,i,i,i,/,/,i,i,/,/,/
Nc1nc(-c2c[nH]c3ccccc23)cs1,i,i,i,i,i,i,i,i,i,-4,i
CC(=O)c1cn(CC(=O)Nc2ccccc2Cl)c2ccccc12,i,i,i,i,i,i,i,i,i,3,i
Cc1nc2ccc(NC(=O)Cc3ccccc3F)cc2s1,i,i,i,i,i,i,i,i,i,3,i
CC(C)NC(=O)COc1ncnc2sccc12,i,i,i,i,i,i,i,i,i,2,i
CCCCC[C@H](O)/C=C/[C@@H]1[C@@H](C/C=C\CCCC(=O)O)[C@@H](O)C[C@H]1O,i,i,i,i,i,i,i,i,i,-3,i
CCCNc1cc(C)oc(=O)c1C(=O)CC,i,i,i,i,i,i,i,i,i,-7,i
COc1ccc(NC(=O)CN(C)S(=O)(=O)c2ccc(C)cc2)c([N+](=O)[O-])c1,i,i,i,i,i,i,i,i,i,2,i
OC1(c2ccc(Br)cc2)CCNCC1,i,i,i,i,i,i,i,i,i,-4,i
CC(CCc1ccccc1)NC(=O)Cc1cccs1 (configuration not stated),i,i,i,i,i,i,i,i,i,14,i
O=C1CCC(/C=C/c2ccccc2)=NN1Cc1ccccc1,i,i,i,10*,i,i,i,i,i,-1,i
CCc1ccccc1NC(=O)NC1CC2CCC(C1)N2Cc1ccco1 (configuration not stated),i,i,i,i,i,i,i,i,i,11,i

# The list continues.
SMILES,TRPC4 act,MrgX1 agonist,TMEM16A act,MrgX1 PAM,TRPC4 PAM,TRPC4 inh,ANO1 block,MrgX1 antagonist,TRPC6 activator,SKKanGAS inh,TRPC6 inhibitor
C=CCn1c(SCC(=O)N2CCCC2)nc2cc(C(=O)NCC3CCCO3)ccc2c1=O (configuration not stated),i,i,i,i,i,i,i,i,i,-1,i
CCc1cc(=O)oc2cc(OC(C)C(=O)NCC3CCC(C(=O)O)CC3)c(Cl)cc12 (configuration not stated),i,i,i,i,i,i,i,i,i,8,i
Cc1cc(C)cc(NC(=O)CCc2c(C)nn(-c3ccc(N4CCOCC4)nn3)c2C)c1,i,i,i,i,i,i,i,i,i,1,i
Cc1ccccc1CSc1ccc2nnc(-c3ccccn3)n2n1,i,i,i,i,i,i,i,i,i,5,i
CN(C(=O)CSc1ncnc2sc(-c3ccccc3)cc12)C1CCS(=O)(=O)C1 (configuration not stated),i,i,i,i,i,i,i,i,i,-6,i
Clc1nccc(N2CCN(c3ccccc3Cl)CC2)n1,i,i,i,i,i,i,i,i,i,-15,i
COc1ccc(N2CCN(C(=O)CSc3nc(C)cs3)CC2)cc1,i,i,i,i,i,i,i,i,i,-10,i
